# NPY-Y2 PAM-ag: human NPY-Y2 potentiation or agonism, primary screen; AID 1359; cells expressing NPY-Y2, potentiator/agonist read-out; P49146; activation, % at 3.6 µM; hit rate 0.45% among 220,000; in the data active = activation above about 27%;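 note: cells stimulated with NPY near EC25 plus isoproterenol at EC100; 0% = vehicle plus submaximal agonist and 100% = vehicle plus saturating agonist; some results beyond the cut were filed as inactive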
# S1P4 ag: activates the human S1P4 receptor. O95977. hit rate 0.35% among 220,000. S1P4-expressing cell line, agonist reporter assay. activation, % at 4.98 µM; in the data active = activation above about 11%;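 note: 0% = DMSO vehicle and 100% = reference agonist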
# TRPML3 agonist: activates the human TRPML3 channel; hit rate 0.29% among 220,000; AID 1448; HEK293 TRPML3-YFP, Fluo-8 calcium fluorescence; 100% = the carbachol control signal; Q8TDD5; activation, % at 3 µM;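 active = activation above its plate's cutoff, the mean activation of the plate's test wells plus 3 SD, cut at about 12% in these data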;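 note: 0% = DMSO only wells and 100% = carbachol wells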
# Target sequence (Q8TDD5 whole entry, looked up): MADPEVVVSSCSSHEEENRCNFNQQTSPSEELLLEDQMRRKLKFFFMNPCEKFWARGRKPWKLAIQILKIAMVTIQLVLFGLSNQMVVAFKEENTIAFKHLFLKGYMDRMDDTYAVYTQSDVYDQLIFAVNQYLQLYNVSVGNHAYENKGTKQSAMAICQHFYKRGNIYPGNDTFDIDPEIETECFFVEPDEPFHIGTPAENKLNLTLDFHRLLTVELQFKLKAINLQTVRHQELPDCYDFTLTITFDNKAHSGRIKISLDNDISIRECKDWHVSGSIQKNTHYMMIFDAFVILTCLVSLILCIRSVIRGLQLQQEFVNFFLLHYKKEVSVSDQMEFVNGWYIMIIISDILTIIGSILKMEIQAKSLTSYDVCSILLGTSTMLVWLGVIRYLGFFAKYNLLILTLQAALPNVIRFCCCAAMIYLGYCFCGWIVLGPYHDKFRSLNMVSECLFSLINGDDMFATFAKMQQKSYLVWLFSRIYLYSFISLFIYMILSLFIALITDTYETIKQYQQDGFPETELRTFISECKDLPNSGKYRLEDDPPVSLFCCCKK
#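 system = HEK293 cells stably carrying human TRPML3-YFP | doses = one concentration, 3 µM nominal, 0.3% DMSO | timing = dye loading 1 h 37 °C then 30 min ambient, 125 s read | detection = Fluo-8 calcium dye fluorescence, ex 470-495, em 515-575 nm | benchmarks = high control carbachol 87 µM, low control DMSO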
# TRPN1 ag: zebrafish TRPN1 (NompC) channel agonism; AID 1424; activation, % at 3 µM; hit rate 0.18% among 220,000; HEK293 zebrafish TRPN1-YFP, Fluo-8 calcium fluorescence; 100% = response to 87 µM carbachol;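 active = activation above its plate's cutoff, the mean activation of test wells on that plate plus 3 SD, cut at about 19% in these data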;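 note: 0% = DMSO alone and 100% = 87 µM carbachol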
#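 Material: zebrafish TRPN1-YFP in HEK293 cells; Doses: single test compound dose, 3 µM nominal, 0.3% DMSO; Timing: dye loading 1 h at 37 °C, then 30 min room temperature; Technique: intracellular calcium fluorescence with Fluo-8; Benchmarks: high carbachol 87 µM, low DMSO alone.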
# NPY Y1 blocker: blocks the human neuropeptide Y Y1 receptor; P25929; HEK293-CNG Y1 cells, membrane potential fluorescence; NPY at EC95, then isoproterenol; inhibition, % at 3.6 µM; hit rate 1% among 200,000; AID 1040;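 active = inhibition above the campaign mean inhibition of all tested compounds plus 3 SD, cut at about 20% in these data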;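 note: 0% = DMSO wells given NPY plus isoproterenol and 100% = isoproterenol alone without NPY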
#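 Material: HEK293 Y1/CNG channel cell line | Also added: NPY (25 nM), isoproterenol (1 µM), Ro 20-1724 (25 µM) | Compound: One concentration, 3.6 µM, in 0.4% DMSO | Schedule: 3 h dye uptake, 1 h room-temperature compound, 45 min post-isoproterenol | Signal: Membrane-potential fluorescent dye readout | Read-out: % inhibition of NPY effect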
# CHOP inhibitor: CHOP inhibition in unfolded protein response | inhibition, % at 10 µM | hit rate 3.8% among 220,000 | CHO-K1 CHOP-promoter luciferase, tunicamycin-induced, 15-18 h;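 active = compounds that reduced the stress-induced luciferase reporter signal by more than about 70% of percent inhibition, limit read from the data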;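 note: 0% = tunicamycin plus vehicle and 100% = wells without tunicamycin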
# EP2 modulator: EP2 receptor (human) modulation; AID 940; hit rate 0.83% among 260,000; EP2-expressing cells, cAMP HTRF FRET, PGE2 co-stimulation; induction, % at 25 µM; P43116;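 active = compounds whose cAMP rise, as percent of the full-agonist control response, exceeds 60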;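 note: rat C6 glioma line stably carrying human EP2 under a CMV promoter; the protocol text gives 20 µM as final concentration; 100% = response of wells given 1 µM PGE2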
# Target sequence (P43116 whole entry, looked up): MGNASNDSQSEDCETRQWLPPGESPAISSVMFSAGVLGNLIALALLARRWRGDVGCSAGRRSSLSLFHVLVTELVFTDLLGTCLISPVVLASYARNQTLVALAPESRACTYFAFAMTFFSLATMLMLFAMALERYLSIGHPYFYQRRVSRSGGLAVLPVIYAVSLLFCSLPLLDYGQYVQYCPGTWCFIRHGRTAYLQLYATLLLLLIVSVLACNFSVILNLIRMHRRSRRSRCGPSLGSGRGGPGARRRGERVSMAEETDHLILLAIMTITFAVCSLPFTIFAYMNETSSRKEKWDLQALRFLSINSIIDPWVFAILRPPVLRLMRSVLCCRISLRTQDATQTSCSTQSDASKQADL
# S1P4 antag: blocks the human S1P4 receptor | S1P4-expressing cells, antagonist mode, reporter read-out | AID 1510 | inhibition, % at 4.98 µM | hit rate 0.26% among 220,000 | O95977; in the data active = inhibition above about 29%;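 note: 0% = wells stimulated with agonist and 100% = vehicle wells without agonist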
# NPY-Y1 PAM-ag: potentiators or agonists of human neuropeptide Y receptor Y1; NPY-Y1 expressing cells, potentiator/agonist activation; P25929; hit rate 0.37% among 220,000; activation, % at 3.6 µM; in the data active = activation above about 33%, passing the limit was not always enough;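 note: cells stimulated with NPY at EC10 then isoproterenol at EC100; 0% = low agonist plus stimulus and 100% = saturating agonist plus stimulus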
# Numbers without * were called inactive; nt = not tested or not shown; & = joins results of further samples. Compounds were not picked by outcome; about 6.5% have a hit in one of these screens.
SMILES,NPY-Y2 PAM-ag,S1P4 ag,TRPML3 agonist,TRPN1 ag,NPY Y1 blocker,CHOP inhibitor,EP2 modulator,S1P4 antag,NPY-Y1 PAM-ag
O=C(C1=C[C@@H](c2coc3ccccc3c2=O)C[C@@H](OCc2ccc(CO)cc2)O1)N1CCN(Cc2ccc3c(c2)OCO3)CC1,-7,0.4,-0.7,-0.7,-1,31,-24,-1,-27
CCOC(=O)CN1C(=O)CN(c2ccc(C)c(C)c2)C1=O,11,2.9,0.4,-0.6,1,-5,10,-19,12
CC(C)(C)OC(=O)N1CCN(c2ccc([N+](=O)[O-])cc2)CC1,-3,-0.7,2.4,3.4,3,-4,-22,-18,-11
CCOC(=O)C1CN(S(=O)(=O)c2ccc(C)cc2)c2cc(S(=O)(=O)CC)ccc2O1 (configuration not stated),6,-4.0,0.3,-1.1,-7,13,9,2,4
COc1ccc(OCCNC(=S)Nc2cccc3ccccc23)cc1,-25,-3.6,-0.7,0.3,8,28,-18,-15,-16
CCc1ccccc1NC(=S)NNC(=O)c1ccccc1Cl,-1,0.2,0.7,0.0,10,-80,10,-7,-6
Cc1ccc2c(c1)c1nnc(SCC(=O)N3CCCc4ccccc43)nc1n2CC(=O)O,9,-1.6,0.8,-2.7,0,15,45,-2,4
Cc1cc(C)n2c(SCC(=O)NCc3ccc4c(c3)OCO4)nnc2n1,3,-1.1,0.5,0.4,nt,-2,-1,1,1
COCCCn1c(SCC(=O)NCc2ccco2)nc2sc3c(c2c1=O)CCC3,4,-1.7,0.1,-0.3,-4,-10,-15,12,7
COc1cccc(C(c2nnnn2Cc2ccc(F)cc2)N2CCC(C(N)=O)CC2)c1OC (configuration not stated),5,0.3,-0.2,-0.3,1,-10,21,2,7
Cc1ccc2nc(NC(=O)c3ccc(Cn4cc(Cl)cn4)o3)sc2c1,14,2.2,0.8,0.3,-7,49,-9&-34,-17,4
O=C1CCSc2ccc(Cl)cc2N1Cc1ccc(Cl)cc1,4,0.2,-0.8,0.7,2,49,20,-30,-2
Cc1ccnc2nc(C(=O)OCC(=O)Nc3ccccc3C(C)(C)C)nn12,10,1.8,0.2,0.6,-2,-14,22,-13,-1
Cc1ccc(-c2csc(NC(=O)C3=NN(c4ccccc4)C(=O)CC3)n2)cc1,8,0.8,1.3,2.6,3,54,-40,-16,17
COc1ccc(CN=C2NC(=O)CC(C(=O)Nc3ccc(Cl)cc3)S2)cc1 (configuration not stated),2,-3.5,0.3,-0.8,0,15,-69,6,-22
CC1(C)CC(=O)C=C(NNC(=O)c2ccc(N)cc2)C1,6,-0.9,0.2,0.1,-5,33,12,-4,3
COc1ccc(C(=O)n2nc(-c3ccc(Cl)cc3)nc2N)cc1OC,9,0.4,-0.2,0.9,-1,19,-10,-4,9
CC(=O)N1CCCc2ccccc21,7,-1.3,0.7,1.0,0,6,15,-2,20
CCN(Cc1ccncc1)C(=O)C1CCN(S(=O)(=O)c2cccs2)CC1,4,1.5,0.6,3.0,-1,0,-6,-21,-2
COc1ccc(N2CCN(S(=O)(=O)c3cccc4nsnc34)CC2)cc1,1,-4.9,0.7,-0.5,1,3,-35,-5,10
O=c1ccc(-c2ccc([N+](=O)[O-])cc2)nn1-c1ccccc1,6,0.6,1.2,0.8,-4,5,-12,-1,3
O=C(Cn1nc(C(F)(F)F)cc1C1CC1)NCc1ccccc1F,-7,3.2,0.0,-1.6,9,25,12,-11,-6
Cc1ccc(/C=N\NC(=O)C2CC(=O)N(c3ccccc3)C2)o1 (configuration not stated),12,3.6,0.0,0.2,nt,-18,-41,4,5
C[C@@H](C(=O)N1CCNCC1)n1cc(CCCN=C(N)N)nn1,-15,0.3,0.3,1.9,1,12,-8,2,-5
O=C(Nc1ccccc1)C1=C[C@H](C2CC2)C[C@H](OCCCCO)O1,2,-1.4,-0.6,-1.6,3,3,-7,7,0
COc1ccc(OC)c2sc(N3CCCCC3)nc12,-4,0.4,-0.5,-0.2,2,-14,-6,8,-5
COC(=O)CSC1=NS(=O)(=O)c2ccccc21,10,-1.2,0.5,-1.2,-3,27,-16,-3,6
CCc1nnc(NC(=O)CSc2nnc(-c3ccco3)n2CC)s1,-6,2.3,-0.1,0.3,2,30,5,-6,-12
O=C(N/N=C/c1c(-c2ccccc2)[nH]c2ccccc12)c1cccnc1,-17,-1.0,1.7,0.6,0,25,-26,-8,-11
COCCN(C(=O)Cc1cccs1)C(C(=O)NCc1ccc(OC)cc1)c1ccc(C)cc1 (configuration not stated),-13,0.4,0.3,-0.6,6,26,-15,-12,-11
Cc1ccc(-n2nc(C)c(/C=N/NC(=O)c3cccnc3)c2Cl)cc1,18,-1.6,-0.1,-0.7,-1,-10,-42,12,10
COc1ccc2c(c1)CC/C(=C\Nc1ccc3c(c1)OCO3)C2=O,-9,-0.9,0.2,-1.4,17,-10,-4,5,-2
CC(=O)NCCN=Cc1sc2ccccc2c1O,14,0.6,1.1,1.2,-5,-18,7,-7,26
CSc1c(-c2ccccn2)c(N)nn1C(=O)C1CCC1,-19,-0.6,-0.6,-1.3,nt,6,-5,-12,-17
Cc1ccccc1Nc1nc(N)nc(COC(=O)CC2CC3CCC2C3)n1 (configuration not stated),-2,2.4,0.2,0.7,6,55,-4,-1,-10
CC(=O)N1CCN(c2ccccc2NC(=O)c2ccc(C#N)cc2F)CC1,-19,1.3,1.1,-0.5,19,0,3,1,-13
COc1ccc(N(C(=O)c2ccco2)S(=O)(=O)c2cc(Cl)c(Cl)cc2Cl)cc1,-18,-1.5,0.1,0.1,3,10,6,-29,-8
O=c1cc(CSc2nnc(-c3cccnc3)n2-c2ccccc2F)nc2sccn12,-8,-1.0,0.4,0.4,1,-5,26,5,2
CCCC(=O)Nc1ccc(Oc2ccc(NC(=O)CCC)cc2)cc1,5,0.8,1.1,0.9,-2,3,21,-6,-1
O=C(CSc1ncccn1)N1CCN(C(=O)CSc2ncccn2)CC1,-7,0.2,0.8,1.8,-1,7,25,-4,12

# Rewritten with values under each structure: 4 of the compounds above
# Every second line gives: NPY-Y2 PAM-ag	S1P4 ag	TRPML3 agonist	TRPN1 ag	NPY Y1 blocker	CHOP inhibitor	EP2 modulator	S1P4 antag	NPY-Y1 PAM-ag
> CC(C)(C)OC(=O)N1CCN(c2ccc([N+](=O)[O-])cc2)CC1
    -3	-0.7	2.4	3.4	3	-4	-22	-18	-11
> CCOC(=O)C1CN(S(=O)(=O)c2ccc(C)cc2)c2cc(S(=O)(=O)CC)ccc2O1 (configuration not stated)
    6	-4.0	0.3	-1.1	-7	13	9	2	4
> COc1ccc(OCCNC(=S)Nc2cccc3ccccc23)cc1
    -25	-3.6	-0.7	0.3	8	28	-18	-15	-16
> CCc1ccccc1NC(=S)NNC(=O)c1ccccc1Cl
    -1	0.2	0.7	0.0	10	-80	10	-7	-6

# Following part.
SMILES,NPY-Y2 PAM-ag,S1P4 ag,TRPML3 agonist,TRPN1 ag,NPY Y1 blocker,CHOP inhibitor,EP2 modulator,S1P4 antag,NPY-Y1 PAM-ag
O=C(COC(=O)c1ccccn1)Nc1ccc2c(c1)OCO2,9,-0.7,1.0,-0.2,-1,-1,-28&-40,0,-1
COc1ccc(CNc2nc3ccccc3n2C)c(OC)c1,-12,0.5,0.5,-0.2,6,14,-21,-14,-7
O=C(O)c1cn(CCOc2ccccc2Cl)c2ccccc12,-8,0.3,1.1,-1.9,1,-22,-43,8,-2
O=C(CCn1cnc(-c2ccccc2)c1-c1ccccc1)N/N=C/c1ccc(O)cc1,-10,-0.1,0.2,0.4,-2,4,6,-7,-7
Cc1ccc2cccc(SCC(=O)N3CCOCC3)c2n1,3,0.8,-0.6,0.6,2,11,9,-5,11
COc1ccc(C(=O)C[N+]2(C)CCOCC2)cc1,0,-1.0,1.3,3.5,-3,7,13&22,-5,10
Cn1c(N)c(C(=O)COC(=O)C2(c3ccccc3F)CCCC2)c(=O)n(C)c1=O,15,-0.5,1.1,1.0,-7,57,-4,-10,31
O=C(CSc1ccccc1C(=O)NCc1ccccc1)NC12CC3CC(CC(C3)C1)C2,-4,0.0,0.2,2.0,0,21,1,-21,-10
CCCCN(CC)C(=O)Cc1ccc(Br)cc1,7,-0.1,-0.3,-0.1,-1,1,8,-12,8
CCOC(=O)N1CCN(C(=O)CSc2nc(C)nc3c2c(=O)n(C)c(=O)n3C)CC1,-5,-1.9,1.2,1.1,3,28,16,-6,3
CCC(=O)Nc1sccc1C(=O)OC,-1,-0.2,-0.2,0.6,4,0,32,-10,5
O=C1NC(c2ccc(Cl)cc2)Nc2ccccc21 (configuration not stated),6,2.7,0.3,1.1,3,-8,-15&8,2,-15
COc1ccc(N/N=C(/C#N)S(=O)(=O)c2nsc(C)c2C#N)cc1,0,-0.1,-0.1,1.9,5,-11,-2,-6,-3
Nc1ccn(-c2ccccc2)c(=O)c1,-5,-2.8,-0.7,0.3,4,-3,-3,-12,1
O=C(c1ccc2c(c1)OCO2)N1CCCN(C(=O)c2ccc3c(c2)OCO3)CC1,10,-0.3,-0.6,1.2,1,53,10,-4,1
COc1cccc(-c2nnc(N(C)C(=O)c3ccno3)s2)c1,-14,0.3,-0.1,0.4,2,-9,17&9,-5,-6
NC(=O)CSc1nnc(Cn2c(=O)sc3ccccc32)n1-c1ccccc1,9,2.8,0.6,1.2,-2,-8,11,-17,3
Cn1cc(Br)c(C(=O)NNC(=O)c2cccc(Br)c2)n1,-5,2.8,0.5,0.5,2,-19,-21,-18,9
CCS(=O)(=O)Nc1cc(C(=O)O)ccc1C,6,0.0,0.9,-0.9,5,2,22,-16,-12
CCN(CC)c1ccc(C2C3CCCCC3(O)CCN2CC(=O)Nc2ccccc2)cc1 (configuration not stated),15,-1.1,-0.5,-0.7,9,-12,17,-7,4
CCOC(=O)/C(=N/Nc1ccc(C)cc1)S(=O)(=O)c1ccc(Cl)cc1,-17,1.9,0.2,-0.2,11,45,-71,8,-28

# Profiles, quoted from the list.
# `Cc1ccc2c(c1)c1nnc(SCC(=O)N3CCCc4ccccc43)nc1n2CC(=O)O` in the list: NPY-Y2 PAM-ag = 9; S1P4 ag = -1.6; TRPML3 agonist = 0.8; TRPN1 ag = -2.7; NPY Y1 blocker = 0; CHOP inhibitor = 15; EP2 modulator = 45; S1P4 antag = -2; NPY-Y1 PAM-ag = 4
# `Cc1ccc(/C=N\NC(=O)C2CC(=O)N(c3ccccc3)C2)o1` (configuration not stated) in the list: NPY-Y2 PAM-ag = 12; S1P4 ag = 3.6; TRPML3 agonist = 0.0; TRPN1 ag = 0.2; NPY Y1 blocker = nt; CHOP inhibitor = -18; EP2 modulator = -41; S1P4 antag = 4; NPY-Y1 PAM-ag = 5
# `CCOC(=O)N1CCN(C(=O)CSc2nc(C)nc3c2c(=O)n(C)c(=O)n3C)CC1` in the list: NPY-Y2 PAM-ag = -5; S1P4 ag = -1.9; TRPML3 agonist = 1.2; TRPN1 ag = 1.1; NPY Y1 blocker = 3; CHOP inhibitor = 28; EP2 modulator = 16; S1P4 antag = -6; NPY-Y1 PAM-ag = 3

# Screens from PubChem.
